Screening data from PubChem BioAssay.
Artemis inh: inhibitors of human Artemis endonuclease activity | recombinant Artemis, quenched FAM hairpin cleavage fluorescence | inhibition, % at 10 µM | 30,000 compounds, 0.78% hits;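 active means at 10 µM dose, at least 30% inhibition, measured as corrected fluorescence normalized to stimulator and neutral control wells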
Target sequence (Q96SD1 whole entry, looked up): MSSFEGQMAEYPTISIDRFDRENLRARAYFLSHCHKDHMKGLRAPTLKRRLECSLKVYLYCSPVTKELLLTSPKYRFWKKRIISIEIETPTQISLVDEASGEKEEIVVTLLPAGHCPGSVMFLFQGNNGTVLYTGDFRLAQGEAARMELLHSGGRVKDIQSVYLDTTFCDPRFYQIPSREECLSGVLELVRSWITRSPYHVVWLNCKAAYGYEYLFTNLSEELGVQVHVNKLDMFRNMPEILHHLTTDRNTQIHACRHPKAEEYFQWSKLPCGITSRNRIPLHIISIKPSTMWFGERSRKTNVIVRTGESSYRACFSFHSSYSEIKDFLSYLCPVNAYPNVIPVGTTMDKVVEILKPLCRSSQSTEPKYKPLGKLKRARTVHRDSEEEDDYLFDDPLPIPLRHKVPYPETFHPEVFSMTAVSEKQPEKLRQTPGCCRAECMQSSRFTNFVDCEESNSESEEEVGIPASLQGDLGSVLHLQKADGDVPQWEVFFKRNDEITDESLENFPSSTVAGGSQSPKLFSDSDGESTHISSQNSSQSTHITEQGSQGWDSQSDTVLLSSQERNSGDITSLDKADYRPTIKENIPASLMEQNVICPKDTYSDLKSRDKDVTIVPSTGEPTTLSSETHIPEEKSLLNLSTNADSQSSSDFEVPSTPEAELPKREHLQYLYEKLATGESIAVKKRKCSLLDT
* = called active by the depositor.

SMILES | Artemis inh
CCn1c(O)c(C=Nc2ccccc2)n(-c2ccccc2)c1=S | 2
CCOc1ccc(-n2nnnc2SCC(=O)N2CCOCC2)cc1 | -6
CCOC(=O)c1c(O)c2c(n(Cc3ccco3)c1=O)CCCC2 | 2
Cn1c(=O)[nH]c(=O)c2c1nc1n2CCCN1CCc1ccccc1 | 5
O=C(CSc1nnc(SCC(=O)c2ccco2)s1)c1ccco1 | 14
CCOC(=O)c1ccc(NC2=CC(=O)C(=O)c3ccccc32)cc1 | 66*
COc1ccc(CNC(=O)C2CSC(=O)C2)cc1 (stereo unspecified) | -2
CCCCOC(=O)Cn1c(=N)n(CCN(CC)CC)c2ccccc21 | -12

Further structures:
SMILES | Artemis inh
NC(=O)Cn1nnc(-c2ccccc2NC(=O)c2cnccn2)n1 | 1
CCOC(=O)CSc1nc2cccnc2n1-c1ccc(F)cc1 | 8
Cc1ccc(C2CC(c3ccc(Cl)cc3)=NNC2=O)cc1 (stereo unspecified) | 3
Cc1ccccc1C(=O)Oc1cccc(Nc2ncnc3ccccc23)c1 | 4
CC(=O)Nc1nc2ccc(C(=O)NC3CCCCC3)cc2s1 | 6
COc1cccc(NC(=O)c2nn(C34CC5CC(CC(C5)C3)C4)cc2[N+](=O)[O-])c1 | 13
COc1ccc(Cl)cc1-c1nc(-c2ccncc2)no1 | 12
FC(F)(F)c1ccc(N2CCN(c3ncnc4c3nnn4Cc3ccccc3Cl)CC2)cc1 | -4

Copied from the list:
CC(=O)Nc1nc2ccc(C(=O)NC3CCCCC3)cc2s1 @ Artemis inh: 6
COc1ccc(CNC(=O)C2CSC(=O)C2)cc1 (stereo unspecified) @ Artemis inh: -2
COc1ccc(Cl)cc1-c1nc(-c2ccncc2)no1 @ Artemis inh: 12
Cc1ccc(C2CC(c3ccc(Cl)cc3)=NNC2=O)cc1 (stereo unspecified) @ Artemis inh: 3
COc1cccc(NC(=O)c2nn(C34CC5CC(CC(C5)C3)C4)cc2[N+](=O)[O-])c1 @ Artemis inh: 13
CCOc1ccc(-n2nnnc2SCC(=O)N2CCOCC2)cc1 @ Artemis inh: -6

(continued)
SMILES | Artemis inh
CCc1nnc(NC(=O)CCC(=O)N2CCN(Cc3ccc(Cl)cc3)CC2)s1 | -5
CC1CCCC(NC(=O)COC(=O)Cc2cn3ccsc3n2)C1C (stereo unspecified) | -1
CCOC(=O)COc1ccc2c3c(c(=O)oc2c1C)CCC3 | 5
O=C(O)c1cn(-c2ccccc2)c(=O)c2ccccc12 | -3
O=C1CN(C(=O)c2ccco2)C(c2ccccc2)c2cc(Cl)ccc2N1 (stereo unspecified) | -5
CCCOc1ccc(N2C(=O)CC(N(CCc3ccc(OC)cc3)C(=O)c3cccc(F)c3)C2=O)cc1 (stereo unspecified) | 8
CCOC(=O)N1CCC(N2Cc3cccc(C(=O)NCc4ccccc4OC)c3C2=O)CC1 | 4
CCn1c(Cc2ccccc2)nnc1SCC(=O)Nc1ccc(N2CCOCC2)c(Cl)c1 | -3

(more compounds)
SMILES | Artemis inh
CCN(CC)c1nc(-c2ccc(Cl)cc2)cc(C(F)(F)F)c1C#N | -2
O=C(NCc1ccc2c(c1)OCO2)c1ccc2c(c1)C(=O)N(CC1CCCO1)C2=O (stereo unspecified) | 8
CCC(C)(C)n1nnnc1C(c1ccc(N(C)C)cc1)N1CCN(C2CCCCC2)CC1 (stereo unspecified) | -6
O=C(Oc1ccc(-c2cnc3ccccc3n2)cc1)c1cccc([N+](=O)[O-])c1 | 1
CC(C)(C)N(NC(=O)c1ccccc1)C(=O)c1cccc(C(=O)N(NC(=O)c2ccccc2)C(C)(C)C)c1 | -8
COC(=O)c1ccccc1COn1c(=O)c(C)[n+]([O-])c2ccccc21 | 0
Cc1cccc(OCCCSc2nc3ccc(C)cc3[nH]2)c1 | -1
CN1CCN(CC#CCC(O)(c2ccccc2)C2CCCC2)CC1 (stereo unspecified) | 2

Carrying on.
SMILES | Artemis inh
Cc1nnc(N2CCCCC2)c2ccccc12 | 10
COc1cccc(OCC(O)CN2C(C)CCCC2C)c1 (stereo unspecified) | -9
C=CCOc1nc2c(c(=O)n(Cc3ccc(Cl)cc3)c(=O)n2C)n1C | 3
Cc1cccc(OCC(=O)OC2CCN(C)CC2)c1 | -3
Cc1cc(C)c(-c2noc(C(=O)OC(C)(C)C)c2C(=O)OC(C)(C)C)c(C)c1 | 0
CCSCCOC(=O)C1=C(C)NC2=C(C(=O)CCC2)C1c1coc2ccccc2c1=O (stereo unspecified) | -7
C=CCOc1cccc(C2/C(=C(/O)c3ccc(F)cc3)C(=O)C(=O)N2CCN2CCOCC2)c1 (stereo unspecified) | 3
COC(=O)c1ccc(NC(=O)CCN2CCCCC2)cc1 | 0

Continuation:
SMILES | Artemis inh
CC(C)(C)C(=O)[C@@H]1[C@@H]2C(=O)N(c3ccc4c(c3)OCCO4)C(=O)[C@@H]2C2c3ccccc3C=CN21 (stereo partly specified) | 18
O=C(Cc1ccccc1)Nc1nc(=O)c2ccccc2s1 | -3
CCOC(=O)C1=C(C)NC(=O)C(C(N)=O)C12CCCCC2 (stereo unspecified) | -1
Cc1ccc(C(=O)NNC(=O)C2CCN(Cc3ccc(Cl)c(Cl)c3)CC2)cc1 | 9
O=C1NC(c2cn(-c3ccccc3)nc2-c2cccs2)C(C(=O)c2cccnc2)C(O)(C(F)(F)F)N1 (stereo unspecified) | 6
CS(=O)(=O)N(CC(=O)NCCSCc1c(F)cccc1Cl)c1ccc2c(c1)OCO2 | 0
CCOC(=O)CCc1c(C)n(CC)c2cc(-c3ccccc3OC)nn2c1=O | -7
Cc1cc(NC(=O)CSc2nnc(-c3cccnc3)n2C2CCCCC2C)no1 (stereo unspecified) | -12

Additional records:
SMILES | Artemis inh
O=C(NC1CCCCCCC1)c1ccc(S(=O)(=O)N2CCCC2)cc1 | 0
COc1ccc(-c2cc(C(F)(F)F)nc(S(=O)(=O)CCC(=O)N3CCOCC3)n2)cc1 | 6
O=C(Oc1cccc2cccnc12)c1ccco1 | 2
COc1ccc2nc(NCCO)[nH]c2c1 | 1
CSCC[C@H](NC(=O)OC(C)(C)C)c1nnc(SCc2cccc(F)c2)o1 | -2
Cc1cc(C)nc(N2CCN(c3nnnn3-c3ccccc3)CC2)n1 | 6
Cc1onc(-c2ccccc2)c1C(=O)N1CCC(C)CC1 | -12
COc1ccc(-n2c(CCc3ccccc3)nnc2SCC(=O)NCc2ccccc2)cc1 | 5

Continued.
SMILES | Artemis inh
COc1ccc(OCC(=O)NNC(=O)c2cccs2)cc1 | -2
CCC(CC)n1[nH]c(=O)cc1N | -1
Cc1cc(C(=O)Nc2c(C)n(C)n(-c3ccccc3)c2=O)c2ccccc2n1 | 3
CC(=O)ON1C(C)(C)Cc2noc(N)c2C1(C)C | 3
CC1CCN(C(=O)COc2ccccc2F)CC1 | -5
O=C(c1ccc(S(=O)(=O)Nc2ccc(F)cc2)cc1)N1CCN(C(=O)c2ccco2)CC1 | 3
Cc1ccccc1C(=O)Nc1ccccc1Sc1ccccc1 | 24
COC(=O)C(NC(C)=O)(Nc1nc2c(C)cc(C)cc2s1)C(F)(F)F (stereo unspecified) | 4

(continued)
SMILES | Artemis inh
Cc1cnc(NC(=O)CN2CCN(c3ccccn3)CC2)s1 | -10
Cc1ccc(S(=O)(=O)CC(=O)NC2CC2)cc1 | -3
CN(C)/C=C1/N=C(c2ccccc2)OC1=O | -1
N#Cc1nc(COc2ccc(Br)cc2)oc1NCCCn1ccnc1 | -1
Cc1nc(NC(C)c2ccccc2)c2oc3ccccc3c2n1 (stereo unspecified) | 3
CC(OC(=O)C1=COCCO1)C(=O)Nc1ccc(Oc2ccccc2)cc1 (stereo unspecified) | -5
CCN(CC)CCNC(CC(=O)Nc1ccc(Cl)cc1Cl)C(=O)O (stereo unspecified) | -7
Cc1cccc(OCCCC(=O)NC(C)C)c1 | -10

Continuation.
SMILES | Artemis inh
O=C(CN1CCN(CCC(=O)Nc2ccccc2F)CC1)Nc1ccc(Cl)cc1 | 0
O=C(Nc1nc2ccccc2n1CCN1CCCCC1)c1ccco1 | -5
COc1cccc(OC)c1OCCCCN1CCCC1 | -4
CCCS(=O)(=O)NCCc1cc2c(OC)ccc(OC)c2[nH]c1=O | -3
CCN(CC)S(=O)(=O)c1cccc(-c2nnc(SCC(=O)c3cc(C)n(C)c3C)o2)c1 | 18
CS(=O)(=O)N(CC(N)=O)c1cccc(Br)c1 | -2
Cc1ccccc1C(=O)NC1CC(C)(C)NC(C)(C)C1 | -11
c1ccc2c(-n3cccn3)cccc2c1 | -3

Carrying on.
SMILES | Artemis inh
CCCCn1c(SCC(=O)N2CCC(C(=O)OCC)CC2)nc2cc(S(N)(=O)=O)ccc21 | 2
CCCC1(C(=O)OCC)NC(c2ccc(OC)cc2OC)C2C(=O)N(c3ccc4c(c3)OCCO4)C(=O)C21 (stereo unspecified) | 5
Cc1nc2cc(-c3cccc(F)c3)nn2c(N2CCN(C(=O)c3ccco3)CC2)c1C | 8
CCc1ccc(C2CC(c3ccco3)=NN2S(C)(=O)=O)cc1 (stereo unspecified) | 1
O=C(Nc1ccc2c(c1)C(=O)N(C1CCCCC1)C2=O)C1CCCO1 (stereo unspecified) | 7
CC(=O)c1cccc2c(O)c(C3=Nc4ccccc4C3=O)[nH]c12 | 12
O=C(O)C1CCCCC1C(=O)Nc1cnn(Cc2ccccc2)c1 (stereo unspecified) | 2
O=C(NCc1cn2ccsc2n1)Nc1cccc(Cl)c1 | -13

Going on with the list:
SMILES | Artemis inh
CCCc1cc(=O)oc2cc(OCC(=O)N3CCc4ccccc43)ccc12 | 2
COC(=O)c1cc(Br)c(=O)n(Cc2ccncc2)c1 | -7
Cc1c(NC(=O)C(C)Sc2ccccc2)c(=O)n(-c2ccccc2)n1C (stereo unspecified) | -4
Cc1ccc(NC(=O)C(C)N2C(=O)C3CC=C(Cl)CC3C2=O)cc1 (stereo unspecified) | 3
CN1CCN(C(=O)Cn2c(C(F)(F)F)nc3ccccc32)CC1 | 4
CCOC(=O)N1CCN(S(=O)(=O)c2cc(-c3nn4c(C)nnc4c4ccccc34)ccc2C)CC1 | 0
Cc1csc2nc(CSc3ccc(Cl)cc3)cn12 | 14
Cc1ccc(S(=O)(=O)NCC(=O)OCC(=O)c2ccc(Br)s2)cc1 | 15

Carrying on.
SMILES | Artemis inh
O=C(NCC(c1cccnc1)N1CCN(c2ccccc2F)CC1)c1cccc(Cl)c1 (stereo unspecified) | 1
COC(=O)c1cc(Br)c(=O)n(-c2nccs2)c1 | -1
COc1cc(C)nc(Oc2ccc(OCCOc3ccc(C)cc3)nn2)n1 | -4
CCOC(=O)N1CCN(C(=O)c2ccc3c(c2)sc2nc(-c4ccccc4)cn23)CC1 | 21
O=C(CC1OC(=O)c2ccccc21)NC1CCCCC1 (stereo unspecified) | 3
Cc1ccc(C2=NNC(=O)C(c3ccc(Cl)cc3)C2)cc1 (stereo unspecified) | -4
C=CCNC(=O)CSc1nnc(-c2cccs2)o1 | 1
COc1ccc(-n2ccnc2SCC(=O)Nc2ccc(OC)cc2OC)cc1 | -3

For convenience, part of the list above:
SMILES | Artemis inh
COC(=O)c1cc(Br)c(=O)n(-c2nccs2)c1 | -1
COc1cc(C)nc(Oc2ccc(OCCOc3ccc(C)cc3)nn2)n1 | -4
CCOC(=O)N1CCN(C(=O)c2ccc3c(c2)sc2nc(-c4ccccc4)cn23)CC1 | 21
O=C(CC1OC(=O)c2ccccc21)NC1CCCCC1 (stereo unspecified) | 3
Cc1ccc(C2=NNC(=O)C(c3ccc(Cl)cc3)C2)cc1 (stereo unspecified) | -4
C=CCNC(=O)CSc1nnc(-c2cccs2)o1 | 1
COc1ccc(-n2ccnc2SCC(=O)Nc2ccc(OC)cc2OC)cc1 | -3

Remaining list, next part
SMILES | Artemis inh
COc1cccc(-c2nnc(SCc3nc4ccccc4s3)n2C)c1 | 8
CN(CC(=O)Nc1cccc2ccccc12)c1ccc(S(=O)(=O)N2CCOCC2)cn1 | -8
CCOC(=O)CC(=O)CSc1nc(-c2cccnc2)cc(C)c1C#N | -9
Cc1cnc(NC(=O)c2ccc(-c3nc4ccccc4s3)o2)s1 | 18
Cc1ccc2[nH]c(=O)c(COC(=O)c3ccccn3)cc2c1 | -4
CCOC(=O)c1c(NC(=O)c2cccs2)sc(C)c1C | 0
CN1CCc2cc3c(c4c2C1CC41CCC(=NO)CC1)OCO3 (stereo unspecified) | -9
N#Cc1c(NC(=O)CSc2ncnc3sccc23)oc(-c2ccco2)c1-c1ccco1 | 31*

Next entries:
SMILES | Artemis inh
Cc1cccc(NC(=S)NN2CCN(C)CC2)c1 | 5
O=C(CP(=O)(c1ccccc1)c1ccccc1)Nn1cnnc1 | -4
CN1/C(=C\C(=O)CN2C(=O)NC3(CCCCCC3)C2=O)C(C)(C)c2ccccc21 | 2
CCOc1ccc2c(c1)nc(SCC(=O)c1cccs1)n2C | 0
Cc1nc(-c2ccccc2O)n(-c2ccccc2)n1 | -2
COc1ccc(Cl)cc1S(=O)(=O)NCc1cccs1 | -8
CCOC(=O)c1c(P(=O)(N2CCOCC2)N2CCOCC2)noc1N | 1
CCOC(=O)c1sc(NC(=O)c2cccnc2)c(C#N)c1C | -1

Additional records:
SMILES | Artemis inh
CSc1nsc(/C=C/Nc2ccc(Cl)cc2)c1C#N | -5
CN(C)S(=O)(=O)c1cccc(C(=O)NCCc2ccccc2)c1 | -4
CCOC(=O)c1c(NC(=O)CSc2nnc(-c3cccnc3)o2)sc(C)c1C | 6
CCOc1ccc(CCNS(=O)(=O)c2cnc[nH]2)cc1OCC | 6
O=C(O)CCSc1nnnn1-c1ccccc1 | -7
O=C(CNC(=O)c1ccco1)NCC(=O)OCc1ccc(Cl)cc1 | -1
COc1cc(S(=O)(=O)Nc2ncccc2C)c(OC)cc1Cl | -1
CC(C)(C)c1ccc(NC(=S)NCc2cccs2)cc1 | 5

The list goes on.
SMILES | Artemis inh
COc1ccc(C(=O)CSc2nccc(=O)[nH]2)cc1 | 3
CCCCCCC(C)n1[nH]c(=O)c2c(C)cc(=O)[nH]c21 (stereo unspecified) | -1
Cc1ccc(-c2nnc3n2CCCCC3)cc1 | -7
CCN(CCCNC(=O)CCc1nc(-c2ccc(C)cc2)no1)c1cccc(C)c1 | 1
CCOC(=O)c1cc(C#N)c(N2CCCCC2)nc1-c1ccccc1 | 1
COc1cc(S(=O)(=O)Nc2cccnc2)ccc1F | -2

Quoted at random: 2 compounds from above.
SMILES | Artemis inh
COc1ccc(C(=O)CSc2nccc(=O)[nH]2)cc1 | 3
CCOC(=O)c1cc(C#N)c(N2CCCCC2)nc1-c1ccccc1 | 1

Some of the compounds tested (hit frequency here may not be typical).
